tuberculosis growth = growth inhibition of non-replicating M. tuberculosis (AID 488890) | Mycobacterium tuberculosis non-replicating, growth inhibition; higher % means a stronger effect | inhibition, % at 25 µM; hits with a dose series show IC50 in µM | actives 0.39% (n = 320,000); in the data active = a potency from the dose series; inconclusive = inhibition mostly from about 82% at the one dose, without a potency; inactive = the rest, 99 in 100 with inhibition below about 76%;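 note: plate controls were DMSO cells for no effect and high antibiotic wells for full effect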
H1N1 NS1A inhibition = H1N1 influenza NS1A inhibitors, functional cell based assay (AID 504329); NS1A functional cell-based assay, percent inhibition; higher % means a stronger effect; actives 0.3% (n = 340,000); one-dose inhibition, % at 12.5 µM; IC50 in µM for titrated hits; in the data active = a potency from the dose series; inconclusive = inhibition above about 27% without an active follow-up result; note: strong numbers were not always called active
H37Rv inhibition = M. tuberculosis growth inhibition, HTS (AID 449762). M. tuberculosis H37Rv growth inhibition, 7H9 media; higher % means a stronger effect. inhibition, % at 25 µM, or IC50 in µM where a hit was titrated. actives 0.59% (n = 330,000); in the data active = a potency from the dose series; inconclusive = inhibition above about 70% without an active follow-up result;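 note: bacterial growth assessed after seven days of incubation; strong numbers were not always called active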
VEEV TC-83 Vero = inhibitors of VEEV TC-83 cytopathic effect, confirmation, Vero cells (AID 588727); Vero cells, VEEV TC-83 cytopathic effect inhibition; higher % means a stronger effect; inhibition, % at 20 µM, or IC50 in µM where a hit was titrated; actives 0.13% (n = 350,000); in the data active = a potency from the dose series; inconclusive = inhibition mostly from about 14% at the one dose, without a potency; inactive = the rest, 99 in 100 with inhibition below about 12%; note: strong numbers were not always called active
PhoP GFP inhibition = PhoP regulon inhibitors, Salmonella typhi PhoP promoter GFP reporter, confirmatory (AID 1850). Salmonella Typhi PhoP-promoter GFP reporter, fluorescence, 4 h; higher % means a stronger effect. inhibition, % at 50 µM, or IC50 in µM where a hit was titrated. actives 0.33% (n = 310,000); in the data active = a potency from the dose series; inconclusive = inhibition mostly from about 25% at the one dose, without a potency; inactive = the rest, 99 in 100 with inhibition below about 19%;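 note: 0% = induced wells with vehicle and 100% = uninduced wells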
VEEV TC-83 Vero 10K pilot screen = also measured in VEEV TC-83 Vero; calls as there; inhibition, %; measured here: 10K pilot screen inhibition
The depositor's hits bear a star; i = inactive; ? = inconclusive; · = not tested or not shown.

SMILES	tuberculosis growth	H1N1 NS1A inhibition	H37Rv inhibition	VEEV TC-83 Vero	PhoP GFP inhibition	others
CC(=O)c1ccc(OCc2cc(C(=O)N3CCCCCCC3)no2)cc1	?	0%	?	i	16%
Cc1cccc(-c2nc3ccccc3c3nncn23)c1	1%	-2%	-3%	8.2%	-2%
O=C(CSc1nnnn1Cc1ccccc1)N1CCN(c2ccccc2)CC1	30%	4%	·	5.1%	-2%
CCOC(=O)CNC(=O)Cn1cnc2sc(C)c(S(=O)(=O)N3CCC(C)CC3)c2c1=O	-8%	-1%	8%	4.2%	3%
Cc1ccn2c(NC(=O)c3cccs3)c(-c3ccccc3)nc2c1	-10%	2%	1%	i	1%
Cc1cc(C)cc(NC(=O)Cn2ncn3c(cc4ccccc43)c2=O)c1	-3%	4%	-6%	1.2%	-7%
CC(C)(CO)NC12CC3CC(CC(C3)C1)C2	12%	0%	7%	0.9%	-23%
Cc1ccc(NC(=O)C/C(N)=N/OC(=O)Nc2cccc(Cl)c2)cc1	11%	-6%	1%	i	·
O=C(NC1(C(F)(F)F)N=C2SCCN2C1=O)c1cccnc1 (stereo unspecified)	-17%	5%	-7%	0.2%	5%
O=C(COC(=O)COc1cccc(F)c1)NCC1CCCCC1	0%	9%	0%	1.5%	·
CCOC(=O)Cc1csc(NC(=O)NC2(C(F)(F)F)Oc3ccccc3O2)n1	26%	-4%	-7%	0.4%	-4%
CN1CC(=O)NC1=NC(=O)C12CC3CC(CC(C3)C1)C2	4.1µM*	2%	?	0.7%	-2%
CC1(C)N([O-])C2=C(c3ccccc3C2=O)[N+](=O)C1(C)C	-13%	5%	5%	1.1%	9%
CC1=C(C(=O)OCc2ccccc2)N2C(=O)[C@@H](NC(=O)COc3ccccc3)[C@H]2SC1	35%	-6%	1%	0.2%	-3%
COc1cccc2cc(C(=O)NCc3ccc(F)cc3)c(=N)oc12	8.7µM*	-11%	-8%	5.5%	-9%
CCOC(=O)N1CCC(N2CCN(Cc3ccc(C)o3)C(CCO)C2)CC1 (stereo unspecified)	0%	-5%	-2%	i	3%
COc1cc(C[C@H](C)[C@H](C)Cc2ccc3c(c2)OCO3)ccc1O	0%	-8%	6%	2.7%	3%
COC(=O)c1sc2nc(C)nc(SCC(=O)N3CCC(C(=O)O)CC3)c2c1C	-6%	-20%	-5%	1.9%	-1%
Cn1c(SCC(=O)NCc2ccc3c(c2)OCO3)nnc1-c1cccs1	-7%	-2%	1%	2.5%	6%
CC(C)(C)NC(=O)Cn1c(SCC(=O)NC2CCCC2)nc2ccccc21	6%	3%	-1%	i	8%
CCOC(=O)C1CCN(C(=O)COC(=O)c2oc3ccccc3c2C)CC1	29%	-10%	1%	1.9%	-7%
CCOC(=O)c1[nH]c2cc3c(cc2c1NC(=O)CN1CCCCC1C)OCO3 (stereo unspecified)	-6%	·	3%	·	-4%
c1ccc2c(c1)OCC(CNc1ncnc3nc[nH]c13)O2 (stereo unspecified)	·	-7%	6%	7.3%	1%
CC(=O)c1c(C)[nH]c(C(=O)OCC(=O)Nc2cc(S(=O)(=O)N3CCCC3)ccc2Cl)c1C	-25%	-6%	8%	0.8%	-10%
CC(=O)Nc1ccc(NC(=O)CSc2nnc(NC(=O)C3CC3)s2)cc1	6%	2%	-9%	1.7%	0%

Entries above containing an NH in an aromatic ring (3):
SMILES	tuberculosis growth	H1N1 NS1A inhibition	H37Rv inhibition	VEEV TC-83 Vero	PhoP GFP inhibition	others
CCOC(=O)c1[nH]c2cc3c(cc2c1NC(=O)CN1CCCCC1C)OCO3 (stereo unspecified)	-6%	·	3%	·	-4%
c1ccc2c(c1)OCC(CNc1ncnc3nc[nH]c13)O2 (stereo unspecified)	·	-7%	6%	7.3%	1%
CC(=O)c1c(C)[nH]c(C(=O)OCC(=O)Nc2cc(S(=O)(=O)N3CCCC3)ccc2Cl)c1C	-25%	-6%	8%	0.8%	-10%

Back to the main list with the 3 entries that preceded the break.
SMILES	tuberculosis growth	H1N1 NS1A inhibition	H37Rv inhibition	VEEV TC-83 Vero	PhoP GFP inhibition	others
c1ccc2c(c1)OCC(CNc1ncnc3nc[nH]c13)O2 (stereo unspecified)	·	-7%	6%	7.3%	1%
CC(=O)c1c(C)[nH]c(C(=O)OCC(=O)Nc2cc(S(=O)(=O)N3CCCC3)ccc2Cl)c1C	-25%	-6%	8%	0.8%	-10%
CC(=O)Nc1ccc(NC(=O)CSc2nnc(NC(=O)C3CC3)s2)cc1	6%	2%	-9%	1.7%	0%
CC(C)CCNC(=O)c1nnc(Cc2ccc(Cl)cc2)o1	8%	-1%	-5%	1.6%	-9%
COc1ccccc1N1CCN(C(=O)c2nn(-c3ccccc3OC)c(=O)c3ccccc23)CC1	·	-5%	·	9.9%	·
Cc1c(N=C2NN=C(c3c[nH]c4ccccc34)CS2)c(=O)n(-c2ccccc2)n1C	13%	6%	2%	0.7%	3%
Cn1c(=O)oc2cc(S(=O)(=O)N3CCOCC3)ccc21	-2%	-1%	-8%	1.2%	-1%
O=C(O)C1CC(c2ccccc2F)=NO1 (stereo unspecified)	6%	-13%	-1%	0.3%	20%
c1ccc2c(c1)CC(CN1CCNCC1)O2 (stereo unspecified)	3%	-4%	0%	0.6%	0%
COc1ccc(S(=O)(=O)N(C)c2nc3ccccc3n3c(CC(C)C)nnc23)cc1	-2%	4%	-10%	5.2%	-4%
COc1cc(OC)c2c(-c3cccc(-c4cccc(C)c4)c3)cc(=O)oc2c1	·	0%	·	4.2%	·
Cn1c(COc2ccc(Cl)cc2)nnc1SCc1ncc(-c2ccccc2)o1	58%	11%	42%	4.7%	-2%
CC(=O)Nc1ccc(SCC(=O)c2ccc(Br)s2)cc1	33%	8%	3%	1.9%	11%
CCOc1ccc(/C=N/OCC(=O)NC(c2ccccc2)c2ccccc2)cc1	3%	-9%	6%	6.2%	-6%
O=C(NC(=S)Nc1cccnc1Cl)c1ccc(Cl)cc1	30%	3%	-6%	3.7%	11%
CN(C)C(=S)SCC(=O)Nc1ccc(Cl)cc1Cl	50%	-6%	9%	3.8%	-4%
Cc1cc(C)nc(N/N=C/c2ccccc2OCc2cccc(Br)c2)n1	39%	-3%	-3%	0.2%	-10%
CCN(CC)C(=O)c1ccc(NC(=O)c2cccc(C(F)(F)F)c2)cc1	-6%	-7%	5%	i	-4%
CN(CC(=O)Nc1ccc(F)cc1)C(=O)c1cccc(S(=O)(=O)N2CCN(c3ccccc3)CC2)c1	0%	3%	7%	3.4%	-6%
CCc1ccc2c(c1)cc(CN(Cc1ccco1)C(C)=O)c1nnnn12	-2%	-13%	-6%	0.1%	-1%
Cc1sc2nc(CN3CCCC3)nc(N3CCN(C(=O)c4ccco4)CC3)c2c1C	29%	1%	8%	1.5%	-9%
Cc1cc(=O)cc(C)n1-c1ccc2c(c1)nc(C)n2-c1ccccc1	-1%	-2%	-5%	1.2%	-1%
COc1ccc(Cn2ccnc2)cc1Br	11%	-17%	-15%	i	-2%
CC(C)C(=O)O/N=C(\N)c1ccc(Oc2ccc(Cl)cc2)c([N+](=O)[O-])c1	-11%	5%	4%	i	-3%
Cc1ccc(COc2ccccc2-c2cc(C(=O)N/N=C/c3cccnc3)[nH]n2)cc1	-2%	-1%	0%	7.6%	3%
CSc1nc(N)n2nc(-c3ccc(Cl)cc3)cc2n1	-12%	·	2%	i	2%
CCCCC(=O)OCc1nc2ccccc2s1	8%	1%	1%	0.9%	8%
O=C(/C=C/c1ccccc1)c1ccccc1O	18%	20%	10%	9.7%	-1%

Continuation.
SMILES	tuberculosis growth	H1N1 NS1A inhibition	H37Rv inhibition	VEEV TC-83 Vero	PhoP GFP inhibition	others
Cc1cnc(C(=O)OC(C(=O)c2ccccc2)c2ccccc2)cn1 (stereo unspecified)	-9%	-3%	-11%	1.7%	·
CCc1ccc(CCN2C(=O)c3ccccc3C2=O)nc1	-7%	-6%	-8%	i	6%
Cc1cccc2cc(/C=N/NC(=O)c3ccncc3)c(Cl)nc12	42%	-21%	?	2.4%	9%
O=C(N[C@@H](Cc1ccccc1)C(=O)O)c1ccc(C(F)(F)F)cc1	-9%	8%	1%	1.1%	4%
CC1CCc2sc(C(=O)Nc3ccc(C(N)=O)cc3)cc2C1 (stereo unspecified)	36%	-5%	7%	2.5%	13%
CCOc1ccc(NC(=O)CSc2nc(C3CC3)nc3ccccc23)cc1	-9%	-7%	47%	i	-3%
CN(C)S(=O)(=O)Nc1ccc2c(c1)OCO2	-3%	-2%	18%	0.2%	-2%
CCCCCN(C(=O)CCC(=O)OC(C)C(=O)c1ccc(Cl)cc1)c1c(N)n(CCCC)c(=O)[nH]c1=O (stereo unspecified)	0%	-10%	-3%	1.5%	8%
CCN1CCN(C(=O)C23CCC(C)(C(=O)C2Br)C3(C)C)CC1 (stereo unspecified)	-11%	8%	-7%	1.3%	-2%
CC(/C=N/NC(=O)Cc1cccs1)=C\c1ccccc1	42%	-7%	5%	i	-2%
CC1CC(C)CN(CCOCCSc2ccccc2)C1 (stereo unspecified)	26%	-1%	-1%	8.8%	-4%
COc1ccc(CCn2c(C)c(C(C)=O)c(C(C)=O)c2C)cc1OC	7%	-8%	-5%	1.2%	-1%
CC(C)(C)c1ccc(C(=O)N2CCNC(=O)C2CC(=O)Nc2ccc(F)cc2)cc1 (stereo unspecified)	-11%	3%	-15%	1.3%	2%
Cc1ccc(F)cc1NC(=O)CCNC(=O)c1ccc([N+](=O)[O-])cc1	12%	11%	9%	3.1%	5%
C=CCSc1nc(-c2ccc3c(c2)OCO3)cc(C(F)(F)F)c1C#N	-5%	-6%	6%	4.5%	2%
C#CC(=O)CC1(CN(Cc2ccccc2)C(=O)OC(C)(C)C)CCCCC1	·	9%	·	0.6%	·
CCOc1cc(/C=N\NC(=O)c2ccc(C)nc2)cc([N+](=O)[O-])c1O	-4%	3%	-10%	2.3%	4%
Cc1cccc2sc(NC(=O)CCNS(=O)(=O)c3cccs3)nc12	38%	11%	?	7.4%	-3%
CC12C(=O)N(NC(=O)c3ccncc3)C(=O)C1C1C=CC2C1 (stereo unspecified)	43%	-8%	-13%	0.8%	-4%
Cc1nc(NCC2CCCO2)c2nnn(Cc3c(F)cccc3Cl)c2n1 (stereo unspecified)	-6%	-9%	-6%	4.7%	-2%
Fc1cccc(C2NCCc3[nH]cnc32)c1 (stereo unspecified)	-16%	-4%	6%	i	-6%
CCCCNc1nc(N)nc(-c2cc(Cl)ccc2O)n1	-12%	-3%	6%	3.4%	-4%
CNC(=O)c1ccsc1NC(=O)c1coc2ccccc2c1=O	·	4%	-6%	1.0%	·
O=C(CSc1nnnn1-c1ccccc1)CC(=O)Nc1ccc(Cl)cc1	-2%	-2%	11%	3.3%	1%
Cc1cnc(NS(=O)(=O)c2ccccc2)c(C)n1	-11%	28%	3%	0.2%	3%

(listing goes on)
SMILES	tuberculosis growth	H1N1 NS1A inhibition	H37Rv inhibition	VEEV TC-83 Vero	PhoP GFP inhibition	others
COc1cccc(C(=O)NN=C2CCCC2)c1	-10%	8%	-5%	0.6%	0%
CC1CCc2nn(CC(=O)N3CCN(C(=O)c4ccco4)CC3)cc2C1 (stereo unspecified)	0%	-7%	1%	0.6%	-3%
O=C(c1c(O)c2ccccc2oc1=O)C1CCC1	39%	-5%	14%	0.0%	9%
CN1C(N)=NC(=O)/C1=C/c1ccc(OC(F)(F)F)cc1	2%	-3%	-1%	1.1%	-2%
Cc1nc2cccc(C(=O)Oc3ccc([N+](=O)[O-])cc3)c2o1	25%	8%	1%	i	6%
FC(F)(F)c1cc(-c2cccs2)n[nH]1	16%	2%	-11%	1.8%	12%
Cn1c(=O)c2c(nc(-n3ccnc3)n2Cc2ccccc2)n(C)c1=O	0%	10%	0%	3.8%	-7%
COc1ccc(C2=Nn3c(nnc3-c3ccccc3Cl)SC2)cc1OC1CCOC1 (stereo unspecified)	6%	-9%	0%	12%	·
O=C(Nc1cccc(-c2nc3ccccc3s2)c1)c1cc(=O)c2ccccc2o1	-1%	-5%	11%	1.9%	-5%
Cc1nn(C(C)(C)C)c(OC(=O)c2ccc3c(c2)OCO3)c1S(=O)(=O)c1ccccc1	19%	-2%	8%	8.2%	-5%
CCOC(=O)C1(Cc2ccccc2)CCN(Cc2ccc(C)s2)CC1	22%	5%	7%	i	-16%
Cc1cc2cc(CNC(=O)c3ccc(S(=O)(=O)N4CCOCC4)cc3)ccc2[nH]1	46%	6%	-5%	2.0%	7%
Cc1ccc(C(=O)NCC(=O)O)cc1S(=O)(=O)N1CCCCC1	-6%	0%	-5%	0.8%	0%	VEEV TC-83 Vero 10K pilot screen=3.5

Assay outcomes deposited in PubChem BioAssay by Southern Research Specialized Biocontainment Screening Center.
